# ERG-DNA inh = qHTS for Small Molecule Inhibitors of the ERG Ets/DNA interaction | Transcriptional regulator ERG (Homo sapiens), P11308 | AID 624246, 2012 | Potency, µM (highest dose often 76.9 µM), inactives show top-dose FP activity, negative = inhibition, usual class: inhibitors | fluorescence polarization, His-ERG Ets domain / labelled DNA | 370,000 tested, 0.028% active; active means well fitted inhibition curve with a large enough effect in the polarisation, with a control signal flat; inconclusive means small, poorly fitted or top-dose-only effect, or effect the other way, or a change in a side signal; inactive means no such curve, though single readings can be large or run the other way; the % refers to the polarisation;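 further: polarization taken with two DNA probes labelled with fluorescein and Texas red; potency means the concentration at half of the fitted maximal effect; % of control where 0% means no effect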
# Target sequence (P11308 whole entry, looked up, the tested form may be a part): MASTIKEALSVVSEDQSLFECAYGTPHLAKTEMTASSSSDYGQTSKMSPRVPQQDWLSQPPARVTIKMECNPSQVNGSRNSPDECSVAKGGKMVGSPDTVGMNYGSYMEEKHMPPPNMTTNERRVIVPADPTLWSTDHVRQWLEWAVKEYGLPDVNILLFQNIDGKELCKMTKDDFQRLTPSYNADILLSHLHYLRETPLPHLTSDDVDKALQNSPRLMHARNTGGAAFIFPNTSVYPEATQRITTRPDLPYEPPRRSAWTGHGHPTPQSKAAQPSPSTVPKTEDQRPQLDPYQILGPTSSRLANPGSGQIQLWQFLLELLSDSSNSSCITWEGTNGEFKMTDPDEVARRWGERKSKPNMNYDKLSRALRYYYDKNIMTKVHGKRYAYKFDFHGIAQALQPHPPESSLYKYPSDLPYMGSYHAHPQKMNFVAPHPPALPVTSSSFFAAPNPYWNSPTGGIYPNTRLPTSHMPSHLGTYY
#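 His-tagged ERG Ets domain (1 uM in the protein solution; 300mM KCl, 50mM Tris-HCl, 1mM EDTA, 1mM DTT, pH 7.5) received compound, then a probe mix of 5 nM fluorescein-DNA and 100nM Texas-615-DNA. Fluorescence polarization was read for both dyes.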
# BAZ2B inh = qHTS Assay for Inhibitors of BAZ2B; AID 504333, 2011; AlphaScreen BAZ2B-H3K14Ac peptide displacement; Bromodomain adjacent to zinc finger domain protein 2B (Homo sapiens), Q9UIF8; 360,000 tested, 4.4% active; Potency, µM (top dose mostly 114 µM), for the others: at the highest dose activity change, negative = inhibition, hits mostly inhibitors; further: potency means the concentration at half of the fitted maximal effect; on the % scale 0 is the no-effect control and ±100 the full control effect; nearly all actives have a fitted effect of over 60% in size
#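 AlphaScreen luminescence quantifies BAZ2B engagement of H3K14Ac peptide; the protein and biotinylated peptide are both at 50 nM final, buffer PBS pH 7.4 with 0.01% Tween-20, all steps at room temperature.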
# JMJD2A Tudor inh = qHTS Assay for Inhibitors of JMJD2A-Tudor Domain; Lysine-specific demethylase 4A (Homo sapiens), O75164; 390,000 tested, 4.4% active; Potency, µM (series often up to 114 µM), inactives show at the highest dose activity change, negative = inhibition, hits mostly inhibitors; AlphaScreen JMJD2A-Tudor / H3K4me3 peptide binding; further: potency means the concentration at half of the fitted maximal effect; on the % scale 0 is the no-effect control and ±100 the full control effect; nearly all actives have a fitted effect of over 50% in size
# GLS inh = qHTS for Inhibitors of Glutaminase (GLS); Glutaminase kidney isoform, mitochondrial (Homo sapiens), O94925; GLS enzymatic activity, qHTS titration; Potency, µM (doses to about 45.5 µM), inactives show at the highest dose activity change, negative = inhibition, actives largely listed as inhibitors; 410,000 tested, 0.21% active; further: potency means the concentration at half of the fitted maximal effect; on the % scale 0 is the no-effect control and ±100 the full control effect
#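 Assay buffer: 45 mM KH2PO4 pH 8.2, 0.02% Tween-20. hKGA acts on L-glutamine (1 mM solution added); product glutamate is reported by an oxidase/peroxidase Amplex Red coupling, with fluorescence taken at baseline and 30 min.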
# RGS4 inh = Inhibitors of Regulator of G Protein Signaling (RGS) 4: qHTS; 390,000 tested, 0.039% active; Potency, µM (titrated, usually from 114 µM), for the others: top-dose activity change, negative = inhibition, hits mostly inhibitors; Regulator of G-protein signaling 4 (Homo sapiens), P49798; Transcreener GDP fluorescence polarization, RGS4-accelerated GTP hydrolysis; further: potency means the concentration at half of the fitted maximal effect; on the % scale 0 is the no-effect control and ±100 the full control effect; nearly all actives have a fitted effect of over 75% in size; some results filed as inactive show a strong effect at the top dose
#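 MLSMR compounds (23 nl, pin-transferred) preincubated 10 min at room temperature with a 500nM (2x) first reagent, then RGS4 at 900nM (2x) plus Transcreener GDP mix added; fluorescence polarization (620/688 nm) read before and after 90 min at 30 °C.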
# G9a inh = qHTS Assay for Inhibitors of Histone Lysine Methyltransferase G9a | G9a H3K9 monomethylation, AlphaScreen, 2 h | Potency, µM (doses to about 102 µM), for the others: at the highest dose activity, negative = inhibition, most hits filed as inhibitors | AID 504332, 2011 | Histone-lysine N-methyltransferase EHMT2 (Homo sapiens), Q96KQ7 | 350,000 tested, 8.8% active; further: potency means the concentration at half of the fitted maximal effect; on the % scale 0 is the no-effect control and ±100 the full control effect; nearly all actives have a fitted effect of over 75% in size
# Target sequence (Q96KQ7 913-1193 limits assumed): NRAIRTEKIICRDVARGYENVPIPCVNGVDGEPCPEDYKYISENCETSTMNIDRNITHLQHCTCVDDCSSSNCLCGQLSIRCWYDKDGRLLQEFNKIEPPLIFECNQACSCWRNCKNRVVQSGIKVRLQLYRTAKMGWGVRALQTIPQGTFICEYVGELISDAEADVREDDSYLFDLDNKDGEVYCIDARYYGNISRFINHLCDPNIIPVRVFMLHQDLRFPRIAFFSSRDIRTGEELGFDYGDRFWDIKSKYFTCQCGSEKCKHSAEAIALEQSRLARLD
#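 Compounds were preincubated with 20 nM G9a for 15 min, after which biotinylated H3K9 peptide (500 nM) and SAM (20 uM) started a 2 h room-temperature reaction. Monomethylated product was quantified by antibody-based AlphaScreen chemiluminescence.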
# PI4K2A inh = qHTS for small molecular inhibitors of PI4K2A; purified PI4K2A, ADP-Glo luminescence, 1 h; stronger effect = lower value; activity change, negative = inhibition, % at 76.9 µM; 420,000 tested, 0.13% active; AID 1346378, 2018; in the data active means activity change below about -50%; inconclusive means mostly about -30% to -49%;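 further: -100% = wells without enzyme as full effect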
#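 Compounds are screened against recombinant PI4K2A using PI as substrate and ATP, the latter dispensed at 300 microM. Reactions run one hour at ambient temperature before ADP-Glo detection; full inhibition defined by wells lacking enzyme.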
# HP1b binding inh = HTS for Inhibitors of HP1-beta Chromodomain Interactions with Methylated Histone Tails. Chromobox protein homolog 1 (Homo sapiens), P83916. Potency, µM (doses to about 114 µM), inactives show at the top dose activity change, negative = inhibition, usual class: inhibitors. 390,000 tested, 0.56% active. AlphaScreen HP1-beta / biotin-H3K9me3 peptide binding; further: potency means the concentration at half of the fitted maximal effect; nearly all actives have a fitted effect of over 70% in size; inactives centre near 23
# Target sequence (P83916 whole entry, looked up): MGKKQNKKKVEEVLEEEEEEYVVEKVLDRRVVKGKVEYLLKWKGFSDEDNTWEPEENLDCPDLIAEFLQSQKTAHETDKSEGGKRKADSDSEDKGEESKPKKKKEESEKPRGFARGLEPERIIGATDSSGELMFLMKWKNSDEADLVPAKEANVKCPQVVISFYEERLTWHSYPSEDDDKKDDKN
#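 AlphaScreen: HP1-beta (50 nM) preformed 30 min with biotin-H3(1-18)K9me3 peptide (50 nM) in PBS pH 7.4, 0.01% Tween-20. Compound added for 30 min at RT, then streptavidin donor/nickel chelate acceptor beads (10 ug/mL) for 30 min.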
# ALOX12 inh = Primary qHTS assay for inhibitors of human arachidonate 12S-lipoxygenase (ALOX12): Round 2 | Potency, µM (titrated, usually from 108 µM), for the others: at the top dose activity change, negative = inhibition, usual class: inhibitors | Polyunsaturated fatty acid lipoxygenase ALOX12 (Homo sapiens), P18054 | 580,000 tested, 1.1% active | purified 12hLO, xylenol orange hydroperoxide absorbance | AID 1671190, 2021; further: potency means the concentration at half of the fitted maximal effect; on the % scale 0 is the no-effect control and ±100 the full control effect
#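 Hydroperoxide product was detected by ferrous iron/xylenol orange as the 573 to 405 nm absorbance ratio. Arachidonic acid at 40 uM (final) was turned over for 30 min at room temperature by 150 nM human 12hLO, pH 7.0 Hepes buffer, after 15 min compound preincubation.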
# An asterisk follows results filed as active; ? = inconclusive; / = no result given; & = joins results of further samples; [ ] = another dose, or the depositor's remark. Unless noted, the call rests on the fitted dose curve; in most records, active means well fitted curve in the direction sought with a large enough effect; inconclusive means small, poorly fitted or top-dose-only effect, or another doubt; inactive means no such curve, though single readings can be large; an effect the other way counts as inactive or inconclusive. This is a subset; rates above refer to the full screens.
1: Cn1nnc(NC(=S)NC(=O)c2ccc(-c3ccc(Br)cc3)o2)n1
2: COc1cc(C(C2=C(O)CC(C)(C)CC2=O)C2C(=O)CC(C)(C)CC2=O)cc(OC)c1OC (stereo unspecified)
3: CC(NC(=S)Nc1ccc(Cl)cc1)C(c1ccccc1)N1CCOCC1 (stereo unspecified)
4: COc1ccccc1CNC(=O)COC(=O)C1CCN(S(=O)(=O)c2ccccc2)CC1
5: O=C(COC(=O)c1cnccn1)Nc1ccc2c(c1)OCO2
6: CCCCC(Sc1nc2cc3c(cc2c(=O)n1CCCC(=O)NCc1ccc2c(c1)OCO2)OCO3)C(=O)OCC (stereo unspecified)
7: CCOc1ccc(CCNS(=O)(=O)c2cc(Br)cc3c2N(C(C)=O)CC3)cc1OCC
8: O=C(c1ccc(Cn2cnnn2)cc1)N1CCCC(Nc2ccc(F)cc2)C1 (stereo unspecified)
assay / entry,1,2,3,4,5,6,7,8
ERG-DNA inh,-4%,11%,-6%,-1%,4%,-2%,2%,-2%
BAZ2B inh,-13%,?,-34%,13%,3%,-3%,0%,-24%
JMJD2A Tudor inh,-4%,-29%[57.1 µM],-5%,-10%,-6%,-5%,-25%,-12%
GLS inh,-9%,12%,-1%,0%,12%,10%,-7%,3%
RGS4 inh,?,?,-23%,-9%,12%,-17%,14%,-14%
G9a inh,?,?,-9%,12%[0.501 µM],-9%[12.7 µM],5%[59 µM],-42%[59 µM],/
PI4K2A inh,-7,-7,3,-1,4,5,-3,1
HP1b binding inh,-7%,-1%,37%[activator],11%,26%,29%,7%,9%
ALOX12 inh,-1%,-42%,?,-21%,436%[activator],-18%,-13%,?

9: O=C(Cc1cccc(NC(=O)C2CCN(C(=O)c3ccccc3)CC2)c1)Nc1cccc(C(=O)N2CCOCC2)c1
10: COc1ccc(-c2cc(C(=O)NCC3CCCO3)c3ccccc3n2)cc1 (stereo unspecified)
11: CC(C)=CCc1c(O)cc2c(c1O)C(=O)CC(c1ccccc1)O2 (stereo unspecified)
12: CN1CCc2c(C#N)c(N3CCCCC3)nc(NCc3ccccc3)c2C1
13: C=CCN(C(=O)c1cccc(N2C(=O)C3CC=CC(C)C3C2=O)c1)c1ccccc1 (stereo unspecified)
14: CC(NC(=O)COC(=O)COc1ccc(C(=O)c2ccccc2)cc1)c1ccccc1 (stereo unspecified)
15: CN(Cc1ccccc1)C(=O)c1[nH]cnc1C(=O)NCc1ccc(CNC(=O)OC(C)(C)C)cc1
16: O=C1OCc2cc(-n3cccc3)ccc21
assay / entry,9,10,11,12,13,14,15,16
ERG-DNA inh,12%,0%,5%,-15%,-2%,-3%,9%,1%
BAZ2B inh,/,-2%,/,?,-24%,-3%,-5%,-32%
JMJD2A Tudor inh,-8%,11%,-19%,?,-20%,-3%,-26%,-15%
GLS inh,-2%,-1%,14%,-1%,0%,-1%,0%,8%
RGS4 inh,-5%,-2%,-1%,-34%,-48%,0%,1%,22%
G9a inh,/,25%,/,40µM*,?,3%[12.7 µM],12%[0.501 µM],?
PI4K2A inh,-2,-5,0,0,2,-3,4,-2
HP1b binding inh,45%[activator],63%[activator],30%,-17%,4%,44%[activator],28%,1%
ALOX12 inh,?,-11%&-8%,8%,?,?,177%[activator],7%,0%

# Compounds from the list above that have bromine (2):
1: Cn1nnc(NC(=S)NC(=O)c2ccc(-c3ccc(Br)cc3)o2)n1
7: CCOc1ccc(CCNS(=O)(=O)c2cc(Br)cc3c2N(C(C)=O)CC3)cc1OCC
assay / entry,1,7
ERG-DNA inh,-4%,2%
BAZ2B inh,-13%,0%
JMJD2A Tudor inh,-4%,-25%
GLS inh,-9%,-7%
RGS4 inh,?,14%
G9a inh,?,-42%[59 µM]
PI4K2A inh,-7,-3
HP1b binding inh,-7%,7%
ALOX12 inh,-1%,-13%

# The list goes on:
17: COc1ccc(C(=O)c2c(N)c(-c3nc(-c4ccccc4)cs3)c3ccccn23)cc1
18: CCOC(=O)C1=C(c2ccccc2)ON(C)C1c1ccccc1 (stereo unspecified)
19: COC(=O)C1=C(C)N(CCc2c[nH]c3ccccc23)C(=O)/C1=C\N(C)C
20: CCOc1ccc(CCNC(=O)CCNS(=O)(=O)c2ccc(Br)cc2)cc1OCC
21: N#Cc1c(N)nc(SCC(=O)OCc2ccccc2)c(C#N)c1-c1ccco1
22: Cc1cc(C)cc(-n2c(SCC(=O)NCc3ccc(F)cc3)nc3c([nH]c4ccccc43)c2=O)c1
23: NC(=O)CN1CCCC1c1ccc2c(c1)OCCO2 (stereo unspecified)
24: CSCCC(NS(=O)(=O)c1ccc2c(c1)oc(=O)n2C)C(=O)NC1CCCCC1 (stereo unspecified)
assay / entry,17,18,19,20,21,22,23,24
ERG-DNA inh,4%,0%,4%,3%,0%,-3%,-19%,12%
BAZ2B inh,13%,6%,-5%,-19%,7%,1%,5%,13%
JMJD2A Tudor inh,3%,14%,-32%,-16%,-5%,5%,-5%,-5%
GLS inh,-1%,2%,4%,-9%,2%,2%,0%,-6%
RGS4 inh,7%,5%,-44%[56.9 µM],-2%,-27%,4%,-1%,-22%
G9a inh,3%[59 µM],6%[59 µM],?,27%,-30%,4%[59 µM],30%,9%
PI4K2A inh,-3,1,-3,0,-4,-1,5,-6
HP1b binding inh,45%[activator],79%[activator],7%,37%,31%[activator],27%[57 µM],29%,43%[activator]
ALOX12 inh,?,-31%,?,-12%,-25%,0%,?,34%[activator]

25: Cc1ccc(NC(=O)C(=O)NC(C)C2COc3ccccc3O2)cc1 (stereo unspecified)
26: COc1ccc(S(=O)(=O)N2CCN(S(=O)(=O)c3ccc(C(F)(F)F)cc3)CC2)cc1C
27: Cc1cc(NCCCCCCCNc2cc(C)nc3cc([N+](=O)[O-])ccc23)c2ccc([N+](=O)[O-])cc2n1
28: CCNc1nc(SCCOc2ccc(Br)cc2)nc(N(C)C)n1
29: Cc1cccc(C)c1N1CCN(S(=O)(=O)N2CCOCC2)CC1
30: Cc1cc(C(=O)CSc2nnc3c(Cl)cc(Cl)cn23)c(C)n1C
31: COc1ccccc1NS(=O)(=O)c1ccc(C(=O)N2CCN(c3ccccc3)CC2)cc1
32: Cn1c2ccccc2c(=O)c2ccc(C#CC3(O)CCCCC3)cc21
assay / entry,25,26,27,28,29,30,31,32
ERG-DNA inh,-3%,5%,10%,-15%,2%,-4%,-6%,16%
BAZ2B inh,-1%,-1%,/,19%,?,?,-29%,17%
JMJD2A Tudor inh,-9%,-6%,56µM*,68%[activator],-6%,-16%,-35%,32%
GLS inh,3%,-1%,-10%,3%,4%,3%,13%,-3%
RGS4 inh,-12%,2%,-23%,-13%,-5%,-5%,-20%,-28%
G9a inh,12%[12.7 µM],?,/,105%[activator],40µM*,5%[0.501 µM],16%[12.7 µM],79µM*
PI4K2A inh,4,-2,4,3,6,-4,-2,-5
HP1b binding inh,13%,11%,71µM*,156%[activator],63%[activator],2%,18%,147%[activator]
ALOX12 inh,6%,-11%,?,2%,4%,12%,?,?

33: Cc1ccc(N2C(=O)c3cccc(Oc4ccc(Cl)cc4)c3C2=O)c(C)c1
34: COc1ccc(NC(=O)CN(C)S(=O)(=O)c2ccc3nc(C)sc3c2)cc1
35: CCC(C)c1ccccc1NC(=O)c1[nH]c(C)c(C(C)=O)c1C (stereo unspecified)
36: Cn1c(=O)c(=O)n(C)c2cc(S(=O)(=O)N3CCCC3C(=O)NCc3cccnc3)ccc21 (stereo unspecified)
assay / entry,33,34,35,36
ERG-DNA inh,1%,2%,2%,-10%
BAZ2B inh,2%,-3%,-8%,-3%
JMJD2A Tudor inh,-10%,-16%,-20%,-8%
GLS inh,-9%,2%,-20%,5%
RGS4 inh,-15%,5%,4%,2%
G9a inh,-6%[59 µM],5%[59 µM],8%,?
PI4K2A inh,-3,0,2,8
HP1b binding inh,36%,42%[activator],-21%,3%
ALOX12 inh,5%,-22%,0%,-7%

# Arranged by molar mass (descending): three of the compounds above.
31: COc1ccccc1NS(=O)(=O)c1ccc(C(=O)N2CCN(c3ccccc3)CC2)cc1
33: Cc1ccc(N2C(=O)c3cccc(Oc4ccc(Cl)cc4)c3C2=O)c(C)c1
35: CCC(C)c1ccccc1NC(=O)c1[nH]c(C)c(C(C)=O)c1C (stereo unspecified)
assay / entry,31,33,35
ERG-DNA inh,-6%,1%,2%
BAZ2B inh,-29%,2%,-8%
JMJD2A Tudor inh,-35%,-10%,-20%
GLS inh,13%,-9%,-20%
RGS4 inh,-20%,-15%,4%
G9a inh,16%[12.7 µM],-6%[59 µM],8%
PI4K2A inh,-2,-3,2
HP1b binding inh,18%,36%,-21%
ALOX12 inh,?,5%,0%

# Bioassay records: PubChem BioAssay, National Center for Advancing Translational Sciences (NCATS)
